# Bioassay records deposited in PubChem BioAssay by National Center for Advancing Translational Sciences (NCATS).
# HCMV antiviral: inhibitors of human cytomegalovirus; HFF cells, HCMV-luciferase reporter, 72 h; stronger effect = lower value; activity change, negative = inhibition, % at 57.5 µM; 4.5% of 410,000 active; in the data active means activity change below about -60%; inconclusive means no clear call, values can overlap the other calls; inactive means above about -39%
#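 Screen run at 2 compound doses on HFFs infected with reporter HCMV, MOI 1 PFU/cell. Luciferase activity from cell lysates at 72 h post infection gave inhibition relative to buffer-only and Salinomycin wells.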
# Giardia FBPA inh: Giardia lamblia aldolase inhibition. purified Giardia FBPA. Potency, µM (titrated, usually from 59.6 µM), inactives show top-dose activity, negative = inhibition, usual class: inhibitors. 0.71% of 290,000 active; further: potency means the concentration at half of the fitted maximal effect; nearly all actives have a fitted effect of over 55% in size
# Target sequence (A8B2U2 whole entry, looked up): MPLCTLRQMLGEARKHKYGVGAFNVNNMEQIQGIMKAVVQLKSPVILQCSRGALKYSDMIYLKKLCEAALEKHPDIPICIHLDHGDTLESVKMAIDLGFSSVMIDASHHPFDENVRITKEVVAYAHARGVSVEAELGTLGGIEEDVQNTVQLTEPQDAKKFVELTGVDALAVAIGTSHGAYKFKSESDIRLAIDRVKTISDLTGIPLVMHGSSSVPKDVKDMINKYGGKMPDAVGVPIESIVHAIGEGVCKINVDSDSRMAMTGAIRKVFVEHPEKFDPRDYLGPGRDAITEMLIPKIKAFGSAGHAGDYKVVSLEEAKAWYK
#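 Giardia FBPA (40 nM reagent) was preincubated 10 min at RT with compound (up to 57.5 uM final), then substrate plus GAPDH/TPI/NAD/arsenate coupling system with diaphorase/resazurin was added; resorufin fluorescence (525/598 nm) was read after 20 min.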
# AmpC no deterg: blocks E. coli AmpC beta-lactamase in detergent-free assay | Potency, µM (doses to about 57.1 µM), for inactives: at the highest dose activity change, negative = inhibition, usual class: inhibitors | P00811 | 0.52% of 330,000 active | AmpC nitrocefin hydrolysis, absorbance 480 nm, 0.0001% Triton;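 further: potency means the concentration at half of the fitted maximal effect; plate controls were no compound for no effect and no enzyme for full effect; nearly all actives have a fitted effect of over 20% in size; some results filed as inactive show a strong effect at the top dose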
# Target sequence (P00811 whole entry, looked up): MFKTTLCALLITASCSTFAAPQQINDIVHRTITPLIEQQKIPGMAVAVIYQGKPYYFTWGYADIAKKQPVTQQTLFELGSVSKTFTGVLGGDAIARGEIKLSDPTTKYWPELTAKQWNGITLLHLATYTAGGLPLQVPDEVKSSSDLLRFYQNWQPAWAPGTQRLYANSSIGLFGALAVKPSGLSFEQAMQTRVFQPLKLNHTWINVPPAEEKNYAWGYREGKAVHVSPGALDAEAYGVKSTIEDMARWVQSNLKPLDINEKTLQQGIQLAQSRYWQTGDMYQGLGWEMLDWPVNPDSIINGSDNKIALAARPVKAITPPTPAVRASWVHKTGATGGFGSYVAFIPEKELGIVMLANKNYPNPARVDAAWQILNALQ
#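 20 mM phosphate pH 7.0 + 0.01% (detergent screen) or 0.0001% Triton X-100; 5.3 nM AmpC reagent; cpd preinc 15 min RT; nitrocefin (800 uM stock) to start; A480 q20 s × 4 min; Activity was normalised to no-enzyme and no-compound control wells.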
# Sm TGR block: S. mansoni TGR enzyme inhibition. Q962Y6. purified TGR, DTNB reduction, TNB absorbance 405 nm. Potency, µM (top dose mostly 114 µM), inactives show at the highest dose activity change, negative = inhibition, most hits filed as inhibitors. 3% of 360,000 active. AID 485364; further: potency means the concentration at half of the fitted maximal effect; nearly all actives have a fitted effect of over 60% in size
#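 Kinetic colorimetric format: TGR-catalysed, NADPH-driven DTNB reduction monitored via TNB absorbance. Enzyme dispensed at 20 nM; compound exposure 15 min at room temperature before reaction start.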
# AMA1-RON2 inh: inhibitors of Plasmodium falciparum AMA1-RON2 interaction. AlphaScreen AMA1-biotinylated RON2 peptide binding. Potency, µM (doses to about 58.2 µM), inactives show top-dose activity change, negative = inhibition, hits mostly inhibitors. 0.2% of 360,000 active. AID 720542;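 further: potency means the concentration at half of the fitted maximal effect; 0% = vehicle wells and -100% = peptide control; nearly all actives have a fitted effect of over 45% in size; some results filed as inactive show a strong effect at the top dose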
#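 AMA1 (3D7) with his tag at 25 nM final met compounds first, then biotinylated RON2 peptide at 25 nM; detection used donor plus acceptor beads, 10 µg/mL apiece, read by AlphaScreen after 30 min at room temperature.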
# AmpC inh detg: AmpC beta-lactamase inhibition with detergent present. AID 485294. Potency, µM (top dose mostly 114 µM), for the others: at the top dose activity change, negative = inhibition, hits mostly inhibitors. P00811. AmpC hydrolysis of nitrocefin, absorbance 480 nm, 0.01% Triton. 0.041% of 370,000 active;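 further: potency means the concentration at half of the fitted maximal effect; 0% = no-compound wells and -100% = no-enzyme wells; nearly all actives have a fitted effect of over 25% in size; some results filed as inactive show a strong effect at the top dose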
#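 20 mM phosphate pH 7.0 + 0.01% (detergent screen) or 0.0001% Triton X-100; 5.3 nM AmpC reagent; cpd preinc 15 min RT; nitrocefin (800 uM stock) to start; A480 q20 s × 4 min; Activity was normalised to no-enzyme and no-compound control wells.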
# An asterisk follows results filed as active; ? = inconclusive; . = not tested or not shown; & = joins results of further samples; [ ] = remark or other dose. Unless noted, the call rests on the fitted dose curve; in most records, active means well fitted curve in the direction sought with a large enough effect; inconclusive means small, poorly fitted or top-dose-only effect, or another doubt; inactive means no such curve, though single readings can be large; an effect the other way counts as inactive or inconclusive. Unless noted, on the % scale 0 is the no-effect control and ±100 the full control effect. No enrichment for hits. Share with any hit: about 7.8%.
SMILES,HCMV antiviral,Giardia FBPA inh,AmpC no deterg,Sm TGR block,AMA1-RON2 inh,AmpC inh detg
O=C(Nc1cccc(S(=O)(=O)Nc2ccc(Cl)cc2)c1)c1ccc2c(c1)OCCO2,-95*,-1%,-13%,1%,15%,-3%
CN1CCN(NC(=O)c2ccc(Br)s2)CC1,0,1%,-18%,2%,-6%,-2%
CCOC(=O)c1ccc(N2C(=O)c3[nH]nc(-c4ccc(C)cc4)c3C2c2cccs2)cc1 (stereo not drawn),?,.,.,4%,.,-5%
CC(=O)c1sc(NC(=O)c2cc(=O)c3ccccc3o2)nc1C,50,3%,-17%,3%,-5%,-5%
Clc1ccc(-c2nnc(-c3cccc4ccccc34)o2)cc1Cl,?,3%,-15%,6%,-15%,3%
CCN1CCN(C(=O)N(c2ccccc2)c2ccccc2)CC1,12,2%,-8%,4%,-11%,-3%
O=C(CSc1nc2c([nH]c3ccccc32)c(=O)n1-c1ccccc1)N1CCCCC1,-26,.,.,1%,.,0%
Cc1cccc(N2O[C@H]3C=CC2CCCC3)n1,-11,.,-2%,.,0%,.
O=S(=O)(Cc1nnnn1-c1ccccc1)c1ccc(Cl)cc1,-38,-4%,-3%,-26%,21%,0%
Cn1nc(-c2ccc(N3CCOCC3)c(NS(=O)(=O)c3ccccc3)c2)c2ccccc2c1=O,135,-18%,-10%,?,-9%,4%
COc1ccc(-n2c(C)cc(/C=C3\SC(=S)NC3=O)c2C)cc1,3,-8%,-28%,2%,25%,-8%
O=S(=O)(Cc1ccccc1)Nn1cnnc1,-1,-12%,-8%,-1%,-8%,1%
CC1CC1c1ccc(/C=C(\C#N)C(=O)Nc2ccc(Cl)cc2Cl)o1 (stereo not drawn),-64*,-2%,-32%,-12%,-8%,-7%
COC(c1ccccc1)c1nnc(CCC(=O)N2CCN(Cc3cccs3)CC2)o1 (stereo not drawn),-6,-7%,177%[activator],5%,10%,11%
COc1ccc(-c2ncncc2-c2ccc(OC)c(OC)c2)c(O)c1,1,-15%,-9%,-23%,11%,0%

# Quoted from the listing:
# AmpC no deterg result of `O=S(=O)(Cc1nnnn1-c1ccccc1)c1ccc(Cl)cc1` = -3%
# Giardia FBPA inh result of `COc1ccc(-c2ncncc2-c2ccc(OC)c(OC)c2)c(O)c1` = -15%

# (listing goes on)
SMILES,HCMV antiviral,Giardia FBPA inh,AmpC no deterg,Sm TGR block,AMA1-RON2 inh,AmpC inh detg
CC(C)OP(=O)(OC(C)C)C(O)c1cccnc1 (stereo not drawn),-10,6%,-23%,-15%,17%,1%
N/N=c1\sc2ccccc2n1-c1ccccc1,5,?,13%,-10%,-10%,-9%
CC1(C)Cc2c(cnn2-c2ccccc2)C(=O)/C1=N\NC(=O)c1ccccc1N,33,4%,-9%,2%,-25%,-5%
O=C(C1CCCO1)N1CCN(C(=S)Nc2ccccc2C(F)(F)F)CC1 (stereo not drawn),-27,-12%,-22%,-13%,3%,?
O=C(Cn1cnc2c(NCc3ccccc3)ncnc21)NCCCN1CCCC1=O,-8,.,-1%,.,-2%,.
Cc1nnc(NC(=O)CSc2nccn2-c2ccc(F)cc2)s1,57,-1%,-22%,17%,0%,3%
COc1ccccc1N(C)C(=O)c1cc(S(=O)(=O)N2CCc3ccccc32)cn1C,-22,-6%,96%[activator],5%,1%,-17%
COc1ccc(OCC(=O)Nc2nnc3n2CCS3)cc1,3,.,.,61%[activator],.,3%
O=[N+]([O-])c1ccc(OCCN2CCCCCC2)cc1,-8,-18%,-15%,1%,-15%,-8%
CCOc1ccc(Nc2nc(C)cc(C)c2C#N)cc1,16,-1%,-5%,-10%,3%,1%
COc1ccc(N(CC(=O)Nc2ccc3c(c2)OCO3)S(=O)(=O)c2ccccc2)c(OC)c1,-68*,-10%,-21%,-13%,-15%,-7%
COc1ccc(C(=O)N=C2SC3CS(=O)(=O)CC3N2Cc2ccc(OC)c(OC)c2)cc1 (stereo not drawn),-9,-8%,107%[activator],3%,-1%,-8%
NC(=O)c1c(N)sc2c1CCCC2,58,?,-26%,13µM*,2%,?
CCCN(CCC)CCNC(=O)Cn1cc2c(n1)-c1c(oc(C(=O)N3CCCC3)c1C)CC2,-29&-29,.,.,-10%,90%[activator],-1%
CCOC(=O)c1cccc(NC(=O)C2(S(=O)(=O)c3ccc(C)cc3)CC2)c1,23,7%,-26%,5%&-1%,-8%,12%
O=c1[nH]cc(I)cc1I,10,10µM*,-20%,2%,-5%,4%
Cc1cccc(N(C(=O)c2ccc(CN3CCOCC3)o2)C(C(=O)NC2CCCCC2)c2ccc(F)cc2)c1 (stereo not drawn),-30,4%,-16%,-4%,0%,-12%
Cc1ccc(-n2cccc2/C=C2/NC(=O)N(CC(=O)Nc3cccc(C)c3)C2=O)cc1,-23,2%,32µM*,-23%,2%,?
CC1(C)CCC(C)(C)NC(=S)N1,?,-26%,-10%,3%,-2%&-6%,0%
O=C(Nc1ccc(F)cc1F)C1CCCN1S(=O)(=O)c1ccc(-c2ccc(=O)[nH]n2)s1 (stereo not drawn),-2,0%,22%,-31%,-7%,-13%
COc1ccccc1/C=C/C(=O)OCC(=O)Nc1cc(C(F)(F)F)ccc1N1CCOCC1,-29,1%,-31%,-1%,-6%,-8%
Cc1cccc(C(=O)NCC(=O)NCC2COc3ccccc3O2)c1 (stereo not drawn),-35,.,-9%,3%,10%,0%
CCOC(=O)N1CCN(C(=O)c2ccc3c(c2)N(Cc2ccccc2F)C(=O)c2ccccc2S3(=O)=O)CC1,10,.,.,3%,.,-6%
Cc1ccccc1C(=O)NNC(=O)c1cc(S(=O)(=O)N2CCOCC2)ccc1C,-25,.,-6%,-18%,5%,-3%
COc1ccccc1C(=O)NNC(=O)c1ccc2ccccc2c1,102,-7%,-33%,-13%,81%[activator],-12%
COc1ccc(CCn2c(-c3ccco3)nc3nc4ccccc4nc32)cc1,-1,-13%,12%,50µM*,-4%,-12%
C=CCn1c(SCn2nnc3ccccc3c2=O)nc2scc(-c3cccs3)c2c1=O,-3,3%,-4%,-1%,0%,7%
COC(=O)C1=CNC=C(C(=O)OC)C1c1ccccc1Cl,88,-17%,0%,-5%,36%[activator],-2%
CCN(CCCNC(=O)Cn1ncc2c([nH]c3ccccc32)c1=O)c1cccc(C)c1,19,.,.,-1%,.,-3%
COc1cc(/C=C(\C#N)c2nc3ccc(C)cc3[nH]2)ccc1OCc1ccc(C)cc1,3,.,.,7%,.,7%

# Arranged by molecular weight (high to low): some entries from above.
SMILES,HCMV antiviral,Giardia FBPA inh,AmpC no deterg,Sm TGR block,AMA1-RON2 inh,AmpC inh detg
CCOC(=O)N1CCN(C(=O)c2ccc3c(c2)N(Cc2ccccc2F)C(=O)c2ccccc2S3(=O)=O)CC1,10,.,.,3%,.,-6%
O=C(Nc1ccc(F)cc1F)C1CCCN1S(=O)(=O)c1ccc(-c2ccc(=O)[nH]n2)s1 (stereo not drawn),-2,0%,22%,-31%,-7%,-13%
COc1ccccc1/C=C/C(=O)OCC(=O)Nc1cc(C(F)(F)F)ccc1N1CCOCC1,-29,1%,-31%,-1%,-6%,-8%
CCCN(CCC)CCNC(=O)Cn1cc2c(n1)-c1c(oc(C(=O)N3CCCC3)c1C)CC2,-29&-29,.,.,-10%,90%[activator],-1%
CCN(CCCNC(=O)Cn1ncc2c([nH]c3ccccc32)c1=O)c1cccc(C)c1,19,.,.,-1%,.,-3%
Cc1ccccc1C(=O)NNC(=O)c1cc(S(=O)(=O)N2CCOCC2)ccc1C,-25,.,-6%,-18%,5%,-3%
Cc1ccc(-n2cccc2/C=C2/NC(=O)N(CC(=O)Nc3cccc(C)c3)C2=O)cc1,-23,2%,32µM*,-23%,2%,?
COc1cc(/C=C(\C#N)c2nc3ccc(C)cc3[nH]2)ccc1OCc1ccc(C)cc1,3,.,.,7%,.,7%
CCOC(=O)c1cccc(NC(=O)C2(S(=O)(=O)c3ccc(C)cc3)CC2)c1,23,7%,-26%,5%&-1%,-8%,12%
COc1ccc(CCn2c(-c3ccco3)nc3nc4ccccc4nc32)cc1,-1,-13%,12%,50µM*,-4%,-12%
O=c1[nH]cc(I)cc1I,10,10µM*,-20%,2%,-5%,4%
Cc1cccc(C(=O)NCC(=O)NCC2COc3ccccc3O2)c1 (stereo not drawn),-35,.,-9%,3%,10%,0%
COc1ccccc1C(=O)NNC(=O)c1ccc2ccccc2c1,102,-7%,-33%,-13%,81%[activator],-12%
COC(=O)C1=CNC=C(C(=O)OC)C1c1ccccc1Cl,88,-17%,0%,-5%,36%[activator],-2%

# Further records.
SMILES,HCMV antiviral,Giardia FBPA inh,AmpC no deterg,Sm TGR block,AMA1-RON2 inh,AmpC inh detg
O=C(CN1CCN(S(=O)(=O)c2cccc(Br)c2)CC1)NCCc1cccs1,-14,.,169%[activator],-34%,0%,-1%
CS(=O)(=O)Nc1nnc(C2CCCC2)s1,0,-6%,-9%,7%,7%,4%
CC(C)N(Cc1nc(-c2ccc(Cl)cc2)no1)C(=O)/C=C/c1ccccc1,?,6%,-5%,-27%,-13%,?
O=[N+]([O-])c1cc(F)c(N2CCCC2)cc1Br,-38,3%,-26%,1%,-4%,-5%
Cc1nnc(SCc2ccccc2)n1CC1CCCO1 (stereo not drawn),-4,0%,-10%,1%,7%,?
O=C(Cn1c(=O)oc2cc(S(=O)(=O)N3CCCC3)ccc21)N1CCN(c2ccccc2F)CC1,?,21%,-3%,3%,0%,-2%
Cc1cccc(-n2c(O)c(/C=C3/C(c4ccccc4)=Nc4ccccc43)c(=O)[nH]c2=O)c1,?,1%,-50%,0%,0%,-9%
COC(=O)c1ccccc1NC(=O)COC(=O)CSc1nnc(N)s1,-18,2%,-35%,-1%,23%,-5%
COCCCN(Cc1ccco1)C(=O)Cn1ncc2c([nH]c3ccccc32)c1=O,-6,0%,28%,-28%,-18%,?
Cn1c(C(=O)OC(C(=O)NC2CCCCC2)c2ccncc2)cc2sccc21 (stereo not drawn),10,10%,-17%,3%,-4%,-10%
O=C(NCc1ccccc1)c1ccc2c(c1)C(=O)N(CC1CCCO1)C2=O (stereo not drawn),38,.,3%,4%,38%[activator],-15%
O=C(NC1CC1)C1CC(=O)N(c2ccccc2)C1 (stereo not drawn),-24,-3%,-5%,-3%,-1%,0%
Cc1c(NC(=O)CSc2nnnn2-c2ccc(F)cc2)c(=O)n(-c2ccccc2)n1C,-26,6%,-2%,-1%,12%,3%
Cc1ccc(S(=O)(=O)Nc2ccc(NC(=O)c3ccc(F)cc3)cc2)cc1,-12,3%,-30%,21%,-3%,6%
Cc1ccc(C)c(NC(=O)CSC2=Nc3ccccc3N=C(c3ccc(F)cc3)C2)c1,22,.,.,-3%,.,3%
COc1cccc(CNC(=O)Cn2ccc3cc(S(=O)(=O)N4CCCCCC4)ccc32)c1,-32,11%,-32%,-1%,12%,0%
O=C(CCCCCn1c(=S)[nH]c2ccsc2c1=O)NC1CCCCC1,?,-4%,-13%,0%,93%[activator],-9%
O=C(Nc1ccccc1)Nc1ccc(C(F)(F)F)cn1,-38,1%,-13%,7%,-3%,0%
